ERG Ets-DNA blk: ERG Ets/DNA interaction inhibition; fluorescence polarization, His-ERG Ets domain / labelled DNA; Potency, µM (highest dose often 76.9 µM), without a hit: at the highest dose FP activity, negative = inhibition, usual class: inhibitors; hit rate 0.028% among 370,000; AID 624246; active = well fitted inhibition curve with a large enough effect in the polarisation, with a control signal flat; inconclusive = small, poorly fitted or top-dose-only effect, or effect the other way, or a change in a side signal; inactive = no such curve, though single readings can be large or run the other way; the % refers to the polarisation;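 note: polarization taken with two DNA probes labelled with fluorescein and Texas red; potency is the fitted concentration of half-maximal effect; % of control where 0% means no effect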
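His-tagged ERG Ets domain (1 uM in the protein solution; 300mM KCl, 50mM Tris-HCl, 1mM EDTA, 1mM DTT, pH 7.5) received compound, then a probe mix of 5 nM fluorescein-DNA and 100nM Texas-615-DNA. Fluorescence polarization was read for both dyes.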
Pol beta inh: blocks human DNA polymerase beta activity; Potency, µM (series often up to 114 µM), inactives show at the highest dose activity change, negative = inhibition, hits mostly inhibitors; hit rate 1.3% among 340,000; Pol beta primer extension/strand displacement, fluorescence kinetic; note: potency is the fitted concentration of half-maximal effect; % is set by controls: 0 for no effect and ±100 for the full control effect
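Pol beta (10 nM) was preincubated with compound for 15 min at room temperature. The reaction was then started with 50 nM substrate and read immediately and after a further 10 min at room temperature.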
APE1 inh: APE1 (human) endonuclease inhibition. hit rate 0.35% among 350,000. P27695. AID 2517. Potency, µM (top dose mostly 65.8 µM), without a hit: at the top dose activity change, negative = inhibition, hits mostly inhibitors. recombinant APE1, TAMRA/BHQ-2 abasic DNA cleavage fluorescence;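 note: potency is the fitted concentration of half-maximal effect; plate controls were vehicle for no effect and reference inhibitor for full effect; nearly all actives have a fitted effect of over 55% in size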
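Measures dequenching upon AP-site incision of a 5'-TAMRA/3'-BHQ-2 THF-containing duplex, 50 nM; human APE1 0.75 nM after 15 min room-temperature exposure to compound; kinetic three-point read at one-minute spacing.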
POLK inh: inhibitors of human DNA polymerase kappa; Q9UBT6; purified Pol kappa, fluorescent DNA synthesis assay, 10 min; Potency, µM (top dose mostly 107 µM), inactives show at the highest dose activity, negative = inhibition, usual class: inhibitors; hit rate 0.53% among 400,000; AID 588579; note: potency is the fitted concentration of half-maximal effect; % is set by controls: 0 for no effect and ±100 for the full control effect
Target sequence (Q9UBT6 whole entry, looked up): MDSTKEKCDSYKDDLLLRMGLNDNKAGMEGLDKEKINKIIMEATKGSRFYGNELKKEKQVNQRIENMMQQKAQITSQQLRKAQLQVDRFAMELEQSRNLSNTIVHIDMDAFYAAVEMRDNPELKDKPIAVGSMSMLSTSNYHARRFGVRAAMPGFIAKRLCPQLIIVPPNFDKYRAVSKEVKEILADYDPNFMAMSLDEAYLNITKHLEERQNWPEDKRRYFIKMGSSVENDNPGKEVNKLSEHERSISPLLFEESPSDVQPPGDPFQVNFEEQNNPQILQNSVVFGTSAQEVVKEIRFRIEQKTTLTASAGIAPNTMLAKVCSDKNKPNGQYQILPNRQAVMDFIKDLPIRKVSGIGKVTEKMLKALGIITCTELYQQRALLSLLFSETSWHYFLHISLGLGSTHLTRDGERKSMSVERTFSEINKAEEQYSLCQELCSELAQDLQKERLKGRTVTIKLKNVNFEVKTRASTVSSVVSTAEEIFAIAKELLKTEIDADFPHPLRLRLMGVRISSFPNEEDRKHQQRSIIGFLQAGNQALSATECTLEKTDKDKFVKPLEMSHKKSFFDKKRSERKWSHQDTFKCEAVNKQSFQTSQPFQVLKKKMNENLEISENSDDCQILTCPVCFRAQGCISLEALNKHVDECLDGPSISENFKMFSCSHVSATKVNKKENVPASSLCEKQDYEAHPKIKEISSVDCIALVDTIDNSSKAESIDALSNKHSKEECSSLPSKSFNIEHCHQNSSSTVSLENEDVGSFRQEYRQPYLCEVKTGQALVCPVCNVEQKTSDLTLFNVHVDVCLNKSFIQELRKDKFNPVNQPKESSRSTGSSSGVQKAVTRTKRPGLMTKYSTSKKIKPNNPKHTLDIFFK
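First, compounds were pin-transferred onto 10 nM Pol kappa. After 15 min at room temperature, substrate was added to 50 nM final. Fluorescence was then measured kinetically at 0 and 10 min.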
BLM helicase inh: Bloom syndrome helicase (human) inhibition | P54132 | recombinant BLM DNA unwinding, fluorescence dequenching | Potency, µM (top dose mostly 56.1 µM), for inactives: top-dose activity change, negative = inhibition, most hits filed as inhibitors | hit rate 0.2% among 350,000;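 note: potency is the fitted concentration of half-maximal effect; plate controls were vehicle for no effect and no enzyme for full effect; nearly all actives have a fitted effect of over 35% in size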
POLI inh: blocks human DNA polymerase iota activity; Q9UNA4; Pol iota fluorescent replication assay, 10 min; Potency, µM (top dose mostly 115 µM), without a hit: at the top dose activity, negative = inhibition, most hits filed as inhibitors; hit rate 1% among 390,000; note: potency is the fitted concentration of half-maximal effect
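Fluorescent replication assay read twice, at 0 min and 10 min after adding 50 nM (final) substrate. Enzyme (10 nM) and compounds were first incubated 15 min at room temperature; enzyme-free buffer wells were negative controls.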
Anesthetic bind: candidate novel general anesthetic via apoferritin binding | apoferritin/1-aminoanthracene competitive binding, fluorescence | Potency, µM (doses to about 77.5 µM), without a hit: at the top dose activity change, negative = displacement, usual class: inhibitors | hit rate 0.074% among 350,000; note: potency is the fitted concentration of half-maximal effect; % is set by controls: 0 for no effect and ±100 for the full control effect; nearly all actives have a fitted effect of over 20% in size
Target sequence (P02791 2-175 limits assumed): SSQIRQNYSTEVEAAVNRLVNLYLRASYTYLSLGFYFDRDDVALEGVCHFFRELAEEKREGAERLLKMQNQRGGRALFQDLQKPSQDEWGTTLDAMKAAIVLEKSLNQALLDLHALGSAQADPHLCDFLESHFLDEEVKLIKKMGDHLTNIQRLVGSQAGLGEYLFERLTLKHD
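Apoferritin-based anesthetic binding model; compound displacement of fluorescent 1-AMA measured as endpoint fluorescence after 10 minutes at room temperature, scaled to free-ligand and complex controls.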
TRHR agonist: activates the human TRH receptor; hit rate 0.18% among 360,000; TRHR cells, calcium flux fluo-8, FDSS agonist mode; activation, % at 2 µM; P34981; in the data active = activation above about 30%; note: 0% is about no effect
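In this calcium-flux screen, cells bearing human TRHR are dye-loaded with fluo-8, baselined for 10 cycles, then exposed to library compounds; positive kinetic calcium responses during the agonist phase mark hits, with TRH as control.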
12-LOX inh: inhibitors of human 12S-lipoxygenase ALOX12; hit rate 1.1% among 580,000; Potency, µM (top dose mostly 108 µM), for the others: at the highest dose activity change, negative = inhibition, usual class: inhibitors; purified 12hLO, xylenol orange hydroperoxide absorbance; P18054; note: potency is the fitted concentration of half-maximal effect; % is set by controls: 0 for no effect and ±100 for the full control effect
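Purified human 12hLO at 150 nM in 25 mM Hepes, 0.01% Triton X-100, pH 7.0, preincubated 15 min at room temperature with compound. Reaction started with 40 uM arachidonic acid, 30 min at room temperature. Hydroperoxide measured by Fe-xylenol orange, 573/405 nm absorbance ratio.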
* = called active by the depositor; i = inactive; u = inconclusive; x = not tested or not shown; & = joins results of further samples; [ ] = dose if it differs, or a comment. Unless noted, calls come from the whole dose curve; as a rule, active = well fitted curve in the direction sought with a large enough effect; inconclusive = small, poorly fitted or top-dose-only effect, or another doubt; inactive = no such curve, though single readings can be large; an effect the other way counts as inactive or inconclusive. This is a subset (hit frequency here may not be typical).

SMILES | ERG Ets-DNA blk | Pol beta inh | APE1 inh | POLK inh | BLM helicase inh | POLI inh | Anesthetic bind | TRHR agonist | 12-LOX inh
COc1cc(OC)c2ccc(=O)oc2c1C(CC(=O)N1CCOCC1)c1ccc(N(C)C)cc1 (stereo not drawn) | -9% | 0% | -5% | 10% | 1% | 16% | 5% | -0.3 | -11%
CN(Cc1ccccc1)C(=O)CSc1nc2ccccc2c(=O)n1Cc1ccco1 | x | 2% | -1% | -11% | -6% | -19% | -2% | 0.3 | 5%
CCOC(=O)C1=C(C)NC(=O)NC1c1ccccc1Cl (stereo not drawn) | 1% | u | -2% | -2% | -1% | 12% | -11% | -0.3 | 0%&38%
COc1ccccc1/C=C/CN1CCOCC1 | 0% | 8% | -3% | -8% | 2% | -5% | -13% | -0.1 | u
COc1cccc(NC(=O)C2CCN(c3cnccn3)CC2)c1 | -3% | 11% | 35% | -8% | -3% | 14% | 2% | -0.1 | 3%
Cn1c(=O)c2c(nc(N3CCc4ccccc4C3)n2Cc2ccc(Br)cc2)n(C)c1=O | 2% | -25% | -4% | -11% | -5% | 16% | -4% | 0.2 | 16%
c1cncc(-c2nnc(-c3cccs3)o2)c1 | -2% | 46% | 12% | 0% | 0% | 6% | -10% | 0.3 | 6%
COc1ccc(S(=O)(=O)N2CCCC2C(=O)Nc2ccc(C)cc2)cc1 (stereo not drawn) | 2% | 1% | 0% | -8% | -6% | 6% | -4% | -0.8 | u
COc1ccc(CCC2CCNCC2)cc1 | -7% | -26% | 4% | -10% | -1% | u | -7% | -0.6 | 2%
O=S1(=O)C[C@@H](O)[C@@H](Nc2ccc(Cl)cc2)C1 | -1% | 0% | 5% | -4% | -2% | 14% | -1% | 0.1 | -9%
CC(=O)c1cc(C#N)c(SCC(=O)Nc2nccs2)nc1C | 8% | 4% | -5% | 12% | 5% | 34%[activator] | -4% | 0.5 | -7%
Cc1cc(C)nc(N/N=C2/CCCC/C2=C\c2ccccc2)n1 | 3% | 1% | -3% | -5% | -6% | 67%[activator] | -20% | -2.2 | i
N#CCCN1CCN(C2=NC(=O)C(=C3CCCCC3)S2)CC1 | -3% | -7% | -3% | -24% | -2% | 34%[activator] | -8% | -1.4 | 0%
CN(C)S(=O)(=O)c1cccc(C(=O)Nc2ccc(N3CCOCC3)cc2)c1 | 0% | 3% | -3% | -10% | -14% | 65%[activator] | -8% | 0.3 | u
O=C(Cn1cnc2scc(-c3cccc([N+](=O)[O-])c3)c2c1=O)NCc1ccco1 | -6% | 10µM* | u | 79µM* | -25% | 20µM* | u | 0.1 | -27%
Cc1ccc2c(c1)C(O)(CC(=O)c1ccc(C)s1)C(=O)N2 (stereo not drawn) | 2% | 0% | u | -9% | 3% | 90%[activator] | -9% | -0.5 | -13%
Cc1csc(=Nc2ccccc2)n1Cc1ccco1 | 2% | 5% | 3% | 5% | -2% | 5% | u | -0.3 | u
O=[N+]([O-])c1ccc(/C=N/N/C(=N/c2ccccn2)c2ccccn2)cc1 | x | 8% | 7% | -2% | -2% | -1% | -16% | 0.0 | 6%[57.4 µM]
O=C(NCCCN1CCCCCC1)c1cc2c(=O)oc3ccccc3c2s1 | 9% | -11% | -5% | -40% | 48%[activator] | 50µM* | -13% | 0.5 | -17%
O=C(C1CCN(S(=O)(=O)c2ccc(Br)s2)CC1)N1CCCCC1 | -2% | 10% | 33% | 0% | 1% | -7% | -15% | -0.3 | 18%
CCOc1ccccc1-n1cnc2cc(C(=O)NCc3ccco3)ccc21 | -3% | -2% | -4% | -10% | -4% | u | -14% | -0.9 | 13%
CNNC(=S)Nc1cccc(C(F)(F)F)c1 | -3% | -1% | -2% | -8% | -4% | 12% | -5% | 0.1 | u
Nc1cc(N)nc(SCC(=O)N2CCCCC2)n1 | 11% | 26% | 4% | -14% | 1% | 33%[activator] | u | 0.3 | 0%
COc1ccc(C(=O)NC(=S)NNC(=O)Cc2cccs2)cc1 | -1% | 7% | 0% | -8% | 1% | -10% | -14% | -0.6 | u
NC(=O)CCCSc1nc2ccccc2[nH]1 | -6% | -8% | -1% | 2% | -1% | -9% | -4% | -0.2 | 1%
CCn1c(-c2csc3ccccc23)n[nH]c1=S | 1% | -8% | 3% | -9% | 1% | 22% | -14% | 0.0 | 14%
COc1ccc(OC)c(S(=O)(=O)N2CCC(C(=O)NC3CCCCC3)CC2)c1 | 5% | 1% | -5% | -13% | 0% | 39%[activator] | 3% | -1.5 | -4%
O=C(/C=C/c1ccccc1)c1c[nH]c2ccccc12 | -12% | 2% | -5% | -16% | -3% | 15% | -13% | -0.2 | 0%
COc1ccccc1-c1nnc(NC(C)=O)s1 | 8% | 20% | 17% | -1% | -3% | -5% | -1% | 0.4 | 0%
COc1ccc(OC)c(C(=O)c2ccc(C(=O)Nc3ccc(NC(C)=O)cc3)cc2)c1 | 15% | 7% | -13% | -6% | -8% | 15% | -2% | 1.0 | 7%
O=C(c1ccco1)N1CCC2(CC1)CCN(c1ccncc1)CC2 | x | x | 7% | -1%[60.1 µM] | -4% | x | x | x | -3%[57.4 µM]
COCCNc1ccnc(-c2c(C)noc2C)n1 | x | x | 0% | -2%[60.1 µM] | 2% | x | -1% | x | u
CN(C(=O)COc1ccc(Cl)cc1Cl)C1(C)CCS(=O)(=O)C1 (stereo not drawn) | 1% | x | 23% | -6% | x | 7% | x | 3.1 | 7%
COc1cc2sc3ccc(C#CC4(O)CCCCC4)cc3c(=O)c2cc1OC | 11% | x | x | -3% | x | u | x | x | u
O=C(CCN1C(=O)/C(=C/c2cccs2)SC1=S)Nc1ccc(O)cc1 | 11% | 21% | 30% | 1% | -3% | -6% | -6% | 3.0 | -11%
O=c1oc2cc(Br)ccc2n1Cc1ccccc1 | 4% | 28% | 29% | -6% | -3% | 50%[activator] | -1% | -0.3 | -25%
O=C(Cc1ccc([N+](=O)[O-])cc1)NCc1cccnc1 | 8% | 33% | -7% | -1% | -1% | 153%[activator] | -6% | -0.2 | -6%
O=C(N/N=C/c1c[nH]c2ccccc12)c1ccc(Cl)cc1 | -6% | -7% | 14% | -12% | -10% | 13% | -1% | 0.8 | -1%
Cn1c(SCc2cccc(C#N)c2)nc2ccccc2c1=O | -4% | 31% | -1% | -9% | 0% | -3% | -12% | -0.1 | 10%
Cn1c(SCC(=O)NCCc2ccccc2)nnc1C1CCCCC1 | 7% | -3% | 23%[12.4 µM] | -9% | 0% | 43%[activator] | -7% | -0.2 | 33%[activator]
CCOC(=O)c1c(C)[nH]c(C)c1S(=O)(=O)N1CCN(c2ccc(F)cc2)CC1 | -10% | -27% | -13% | -3% | -3% | -12% | -10% | -0.2 | 0%
O=C(Nc1nncs1)c1ccc(S(=O)(=O)c2ccccc2)cc1 | -1% | -4% | 12% | -7% | -16% | 2% | 7% | -0.1 | 9%
CCc1ccc(C(c2c(C)nn(-c3ccccc3)c2N)c2c(C)nn(-c3ccccc3)c2N)cc1 | 1% | 1% | -1% | -8% | -16% | 15% | u | 0.8 | -24%
O=C(NCCSc1c[nH]c2ccccc12)c1ccc(Cl)cc1 | u | -14% | x | -1% | -8% | -4% | -10% | -0.3 | -14%
COc1ccccc1C1=NOC(C)(c2sc(-c3ccccc3)nc2C)C1 (stereo not drawn) | 6% | x | x | 5% | x | 2% | x | x | u
O=C(O)CC(NC(=O)C12CC3CC(CC(C3)C1)C2)c1ccc(OC2CCCC2)cc1 (stereo not drawn) | -18% | 2% | -1% | -3% | 0% | 13% | -13% | -0.2 | u
Cc1ccc(C2=NOC(C)(c3nnc(-c4ccc(Cl)cc4)o3)C2)cc1 (stereo not drawn) | 4% | 19% | 14% | 4% | -7% | -3% | -15% | -0.6 | 8%
O=C(NN1CCOCC1)c1c(-c2ccccc2)sc2ccccc12 | -1% | x | -13% | -1% | x | 1% | x | x | 1%

4 consecutive entries out of the list so far, quoted:
SMILES | ERG Ets-DNA blk | Pol beta inh | APE1 inh | POLK inh | BLM helicase inh | POLI inh | Anesthetic bind | TRHR agonist | 12-LOX inh
O=C(N/N=C/c1c[nH]c2ccccc12)c1ccc(Cl)cc1 | -6% | -7% | 14% | -12% | -10% | 13% | -1% | 0.8 | -1%
Cn1c(SCc2cccc(C#N)c2)nc2ccccc2c1=O | -4% | 31% | -1% | -9% | 0% | -3% | -12% | -0.1 | 10%
Cn1c(SCC(=O)NCCc2ccccc2)nnc1C1CCCCC1 | 7% | -3% | 23%[12.4 µM] | -9% | 0% | 43%[activator] | -7% | -0.2 | 33%[activator]
CCOC(=O)c1c(C)[nH]c(C)c1S(=O)(=O)N1CCN(c2ccc(F)cc2)CC1 | -10% | -27% | -13% | -3% | -3% | -12% | -10% | -0.2 | 0%

Next results:
SMILES | ERG Ets-DNA blk | Pol beta inh | APE1 inh | POLK inh | BLM helicase inh | POLI inh | Anesthetic bind | TRHR agonist | 12-LOX inh
COc1cccc(/C=C/C(=O)OCC(=O)NCc2ccc(Cl)cc2)c1 | -5% | 33% | -5% | -4% | -1% | 72%[activator] | -23% | 0.3 | 2%
CCn1c2ccccc2c2cc(NC(=O)COC(=O)c3cc(S(=O)(=O)N4CCCCC4)ccc3Cl)ccc21 | u | 18% | -4% | -2% | -6% | 8% | -5% | -0.2 | -21%
CC1=C(C(=O)Nc2cccc([N+](=O)[O-])c2)C2(CCC(C)CC2)OC1=O (stereo not drawn) | -2% | 5% | -1% | -10% | -13% | 17% | -23% | 3.1 | -14%
CCOC(=O)C1CCN(CC(O)COCc2ccc3c(c2)OCO3)CC1 (stereo not drawn) | -5% | 2% | -7% | 0% | 0% | 8% | -2% | 0.2 | -2%
CCOC(=O)c1cnc(-n2nc(C)cc2C)nc1NCCO | -1% | 28% | -3% | 2% | 0% | -10% | -7% | 0.4 | -5%
CN(C)CCn1c(C(=O)O)cc2ccccc21 | 0% | 32%[activator] | 1% | -4% | 0% | -9% | -2% | -0.7 | u
O=C(CCc1ccccc1)Nc1nc2c(F)cc(F)cc2s1 | 1% | -21% | -5% | -3% | -5% | 43%[activator] | -1% | 0.4 | 0%
